Screens: PubChem BioAssay, National Center for Advancing Translational Sciences (NCATS)
PLK1 PBD block – qHTS for Inhibitors of PLK1-PDB (polo-like kinase 1 - polo-box domain): Primary Screen. Potency, µM, without a hit: max response, negative = inhibition, usual class: inhibitors. 2.8% of 360,000 active. Plk1 PBD binding of FITC phosphopeptide, fluorescence polarization. Serine/threonine-protein kinase PLK1 (Homo sapiens), P53350; further: potency means the concentration at half of the fitted maximal effect; series mostly up to about 57 µM; on the % scale 0 is the no-effect control and ±100 the full control effect; nearly all actives have a fitted effect of over 65% in size
EPAC1 agonist – qHTS for Agonist of cAMP-regulated guanine nucleotide exchange factor 3 (EPAC1): primary screen. Rap guanine nucleotide exchange factor 3 (Homo sapiens), O95398. EPAC1 agonist qHTS, biochemical assay; response scale: 100% = response to 6.5 mM cAMP. Potency, µM (highest dose often 154 µM), inactives show at the highest dose activation, hits mostly activators. 0.073% of 360,000 active. AID 720707, 2013; further: potency means the concentration at half of the fitted maximal effect; nearly all actives have a fitted effect of over 60% in size
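Fluorescent GDP-exchange assay: 100 nM EPAC1 with 250 nM Rap1B preloaded with BODIPY-GDP and 50 uM GDP; compounds tested as concentration series, 5 min at room temperature, then read every 5 min for 30 min (ex 480/em 540 nm); normalized to 6.5 mM cAMP.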
WRN inhibitor – qHTS for Inhibitors of WRN Helicase; Bifunctional 3'-5' exonuclease/ATP-dependent helicase WRN (Homo sapiens), Q14191; Potency, µM (top dose mostly 114 µM), for the others: at the top dose activity change, negative = inhibition, hits mostly inhibitors; WRN helicase unwinding, fluorescent forked duplex, kinetic; AID 651768, 2012; 0.46% of 360,000 active; further: potency means the concentration at half of the fitted maximal effect; on the % scale 0 is the no-effect control and ±100 the full control effect; nearly all actives have a fitted effect of over 55% in size
Target sequence (Q14191 whole entry, looked up): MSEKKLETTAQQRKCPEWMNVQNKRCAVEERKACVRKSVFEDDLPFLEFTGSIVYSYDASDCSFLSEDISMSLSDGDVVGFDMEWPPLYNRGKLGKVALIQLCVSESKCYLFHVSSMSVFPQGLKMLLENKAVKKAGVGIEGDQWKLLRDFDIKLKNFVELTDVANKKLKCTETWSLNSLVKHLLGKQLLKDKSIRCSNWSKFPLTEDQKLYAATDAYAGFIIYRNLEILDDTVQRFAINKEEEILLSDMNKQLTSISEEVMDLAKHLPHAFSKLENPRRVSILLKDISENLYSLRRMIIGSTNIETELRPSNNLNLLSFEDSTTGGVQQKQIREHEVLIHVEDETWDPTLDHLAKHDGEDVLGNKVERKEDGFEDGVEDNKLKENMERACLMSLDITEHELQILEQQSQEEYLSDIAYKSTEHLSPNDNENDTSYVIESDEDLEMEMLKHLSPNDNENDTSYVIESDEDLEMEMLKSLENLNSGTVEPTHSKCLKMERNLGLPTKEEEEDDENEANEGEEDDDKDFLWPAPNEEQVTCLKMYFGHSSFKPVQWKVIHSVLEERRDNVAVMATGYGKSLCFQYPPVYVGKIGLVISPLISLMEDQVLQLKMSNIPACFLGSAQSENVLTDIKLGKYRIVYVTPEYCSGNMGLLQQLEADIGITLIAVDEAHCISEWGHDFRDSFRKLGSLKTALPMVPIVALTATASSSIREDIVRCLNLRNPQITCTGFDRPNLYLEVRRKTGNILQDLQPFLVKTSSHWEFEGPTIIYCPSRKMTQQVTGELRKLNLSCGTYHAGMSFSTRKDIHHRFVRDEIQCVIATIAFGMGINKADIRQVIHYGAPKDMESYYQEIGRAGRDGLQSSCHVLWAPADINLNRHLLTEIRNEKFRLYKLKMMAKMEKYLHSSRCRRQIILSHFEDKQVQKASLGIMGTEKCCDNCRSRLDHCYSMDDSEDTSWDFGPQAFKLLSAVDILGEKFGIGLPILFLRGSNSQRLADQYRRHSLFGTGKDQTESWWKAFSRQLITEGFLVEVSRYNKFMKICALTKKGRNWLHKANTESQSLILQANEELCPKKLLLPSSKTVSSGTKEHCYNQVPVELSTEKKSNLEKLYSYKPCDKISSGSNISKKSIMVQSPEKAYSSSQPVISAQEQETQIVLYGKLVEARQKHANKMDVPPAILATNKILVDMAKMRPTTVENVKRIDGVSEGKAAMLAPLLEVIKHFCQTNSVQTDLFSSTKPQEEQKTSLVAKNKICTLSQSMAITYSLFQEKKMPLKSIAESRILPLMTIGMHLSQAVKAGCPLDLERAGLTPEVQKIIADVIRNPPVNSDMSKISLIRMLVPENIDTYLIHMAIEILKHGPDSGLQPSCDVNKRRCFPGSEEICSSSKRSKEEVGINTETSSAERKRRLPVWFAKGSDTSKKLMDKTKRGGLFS
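Primary qHTS, 1536-well format. 20 nM WRN + compound, 15 min RT; start with 100 nM forked fluorophore/quencher duplex, 2 mM ATP (final); kinetic read ex 525/em 598 nm.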
PI5P4K alpha inh – qHTS for Inhibitors of phosphatidylinositol 5-phosphate 4-kinase (PI5P4K). Phosphatidylinositol 5-phosphate 4-kinase type-2 alpha (Homo sapiens), P48426. PI5P4Kalpha enzyme, ADP-Glo luminescence, 60 min; active compounds read low. max response, %. 1.2% of 330,000 active. AID 652105, 2013; active means max response of -50% or lower; inconclusive means between -30% and -50%; inactive means -30% or higher; further: value at the top dose of about 77 µM; on the % scale 0 is the no-effect control and ±100 the full control effect
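Enzyme plus substrate dispensed, test compounds pinned in, then ATP (5 microM final) added. After 60 min at RT, ADP-Glo reagent 1 for 45 min and reagent 2 for 30 min preceded luminescence imaging.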
aSyn rescue – qHTS of alpha-syn Inhibitors; Yeast expressing alpha-synuclein, growth rescue, BacTiter-Glo, 24 h; Potency, µM (doses to about 46.1 µM), for inactives: at the highest dose growth rescue (activation), actives largely listed as activators; 0.14% of 370,000 active; further: potency means the concentration at half of the fitted maximal effect; % of control where 0% means no effect; nearly all actives have a fitted effect of over 65% in size
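Galactose-induced alpha-syn yeast (OD600=0.02, raffinose-pregrown) + pinned cpd, 24 hr, 30 deg C; growth by BacTiter-Glo luminescence. Growth restoration scores as activation.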
FUS suppressor – qHTS for Suppressors of FUS Proteinopathy: Primary screen using FUS-linked yeast assay | S. cerevisiae FUS-expressing, growth rescue, OD600, 24 h | Potency, µM (highest dose often 76.6 µM), inactives show at the top dose growth rescue (activation), hits mostly activators | 0.24% of 390,000 active;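 further: potency means the concentration at half of the fitted maximal effect; plate controls were DMSO vehicle for no effect and reference control for full effect; nearly all actives have a fitted effect of over 55% in size; some results filed as inactive show a strong effect at the top dose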
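Absorbance at 600 nm, taken 24hr after compound addition, measured rescue of FUS-yeast growth at 30C. Induction used 2% galactose with seeding at OD 0.005. Controls: CP55940 from 92uM final, DMSO only.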
Abeta yeast res – qHTS for compounds that reverse cellular toxicity of Amyloid beta (A-beta) peptide in yeast: Primary Screen. AID 1347071, 2019. yeast expressing A-beta42, growth rescue, OD600, 48 h; response scale: 0% DMSO, 100% iron-clioquinol control. Potency, µM (top dose mostly 46.1 µM), inactives show at the top dose growth rescue, hits mostly activators. 0.063% of 410,000 active; further: potency means the concentration at half of the fitted maximal effect; nearly all actives have a fitted effect of over 55% in size
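Yeast growth medium received pinned compounds, then yeast cells expressing toxic A-beta were added; plates incubated at 30 C for 48 hr. Growth read as absorbance at 600 nm, normalized to DMSO and equimolar FeCl3 plus clioquinol controls.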
IL2 activator – qHTS of IL-2 Activators; IL-2 activation reporter assay, cell-based qHTS; stimulated with anti-CD3/CD4/CD28 beads; in transgenic mouse T cells; activation, % (series mostly up to about 46 µM); 0.065% of 360,000 active; in the data active means activation above about 50%; inconclusive means mostly about 30% to 49%; further: 0% is about no effect
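Screening format: compound pinned onto unstimulated transgenic mouse T cells, 60 min incubation, then anti-CD3/anti-CD4/anti-CD28 bead stimulation for 18 hours at 37 degrees C, followed by EGFP and DsRed detection.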
EPAC1 antagonist – qHTS for Antagonist of cAMP-regulated guanine nucleotide exchange factor 3 (EPAC1): primary screen; Rap guanine nucleotide exchange factor 3 (Homo sapiens), O95398; EPAC1 GEF assay, Rap1b-BODIPY-GDP exchange fluorescence; Potency, µM (titrated, usually from 115 µM), for the others: at the top dose activity change, negative = inhibition, usual class: inhibitors; 0.14% of 360,000 active;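 further: potency means the concentration at half of the fitted maximal effect; plate controls were vehicle for no effect and positive control for full effect; nearly all actives have a fitted effect of over 50% in size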
Starred values were filed as active, the others as inactive; ? = inconclusive; . = not tested or not shown; [ ] = remark or other dose. Unless noted, the call rests on the fitted dose curve; in most records, active means well fitted curve in the direction sought with a large enough effect; inconclusive means small, poorly fitted or top-dose-only effect, or another doubt; inactive means no such curve, though single readings can be large; an effect the other way counts as inactive or inconclusive.

SMILES	PLK1 PBD block	EPAC1 agonist	WRN inhibitor	PI5P4K alpha inh	aSyn rescue	FUS suppressor	Abeta yeast res	IL2 activator	EPAC1 antagonist
O=C(NCCc1ccccc1)C(=O)NN=C1CCCC1	-2%	8%	-22%	-4	-1%	5%	14%	4.2	-14%
CCOc1ccc(CN(C)C(=O)NNC(=O)c2ccc(C)cc2)cc1OC	2%	-1%	-7%	-2	3%	3%	-1%	0.7	-2%
O=c1[nH]c(N/N=C/c2ccccc2)nc2ccccc12	-5%	-10%	-2%	.	-3%	37%	-1%	-1.4	-3%
COc1ccc(S(=O)(=O)N2CCOC23CCN(S(=O)(=O)c2ccc(C)cc2)CC3)cc1	-11%	0%	-35%	3	9%	?	-8%	0.4	-11%
CCSc1nc(O)c(CC)c(=O)n1C(C)CC (stereo unspecified)	-6%	10%	1%	.	0%	14%	-18%	-2.0	13%
CCN(CC)C(=O)c1cccc(NC(=O)C2CCN(C(=O)c3cccs3)CC2)c1	0%	-6%	-1%	13	1%	.	0%	-1.8	12%
COc1ccc(-c2cc(C(F)(F)F)n3nc(C(=O)N4CCN5CCCC5C4)cc3n2)cc1OC (stereo unspecified)	-6%	-2%	2%	-15	-7%	40%	-9%	-0.8	18%
COc1ccc(CC(=O)n2c(CC#N)nc3ccccc32)cc1OC	-8%	-4%	-4%	3	-2%	19%	6%	1.5	3%
N#C/C(=N\Nc1ccccc1F)C(=N)N1CCCCC1	-1%	2%	0%	.	-5%	15%	?	0.8	-1%
CCc1cccc(C)c1NC(=S)N(CCN(C)C)C(C)c1cccnc1 (stereo unspecified)	-10%	11%	2%	-8	-4%	14%	-14%	-1.9	10%
c1nc2sc3c(c2c2nnnn12)CCCC3	-4%	-4%	-6%	.	0%	7%	3%	-0.1	5%
O=C(Nc1ccc(C(F)(F)F)cc1)N1CCN(c2ccnc3cc(Cl)ccc23)CC1	-11%	-4%	-1%	4	-6%	19%	?	-0.8	-22%
CC(=O)N1N=C(c2cccc([N+](=O)[O-])c2)OC1c1cccc(Br)c1 (stereo unspecified)	-12%	-1%	1%[57.1 µM]	7	-5%	-13%	4%	-0.2	-14%
O=[N+]1C2=C(CCCC2)N([O-])C12CCCC2	-4%	-2%	-1%	.	1%	-12%	7%	0.3	10%
O=S(=O)(Nc1nccs1)c1ccc(NS(=O)(=O)c2c(F)cc(F)c(Cl)c2F)cc1	-11%	5%	-27%	3	-1%	19%	-5%	-0.5	4%
Cc1ccccc1C(=O)NC1CCN(CC(=O)NCc2ccccc2)CC1	-6%	-1%	5%	-11	-7%	10%	-17%	0.6	-1%
COc1ccc(Br)cc1CN1CCN(C(=O)c2ccc(OC)c(OC)c2)CC1	-1%	-5%	5%	1	-1%	7%	-9%	-2.1	1%
Cc1ccc(-c2nc(CN3CCCCC3)cc(CN3CCCCC3)c2O)cc1	-12%	1%	-27%	4	0%	1%	-5%	2.1	-3%
Cc1ccc(NC(=O)CN2C(=O)NC(Cc3c[nH]c4ccccc34)C2=O)cc1 (stereo unspecified)	-14%	7%	5%	-2	-10%	7%	-24%	-0.5	?
CCCn1cc(CN2CCC(C(=O)Nc3cccc(-c4cscn4)c3)CC2)c(C)n1	-11%	-1%	9%	-2	-6%	9%	13%	-1.9	?
COc1cc(C(N)=O)cc(Cl)c1OCc1ccccc1	-4%	-7%	7%	2	7%	.	4%	-0.8	6%
COc1ccccc1Cn1c(=S)[nH]c2cc(C(=O)N3CCC(C(N)=O)CC3)ccc2c1=O	-4%	-4%	0%	3	0%	14%	17%	-3.2	-7%
Cc1nnc(SCCn2c(N3CCN(C)CC3)nc3c2c(=O)[nH]c(=O)n3C)s1	-3%	-6%	7%	.	-5%	19%	8%	0.3	10%
CCCSC1=N/C(=C\c2ccsc2)C(=O)S1	-6%	-7%	2%	1	-7%	15%	6%	-0.8	18%
CCOC(=O)c1cc2c(C)n(-c3ccc(OCC)cc3)c(C)c2ccc1=O	-8%	0%	-3%	1	-14%	.	-21%	-0.5	-4%
Continued:
SMILES	PLK1 PBD block	EPAC1 agonist	WRN inhibitor	PI5P4K alpha inh	aSyn rescue	FUS suppressor	Abeta yeast res	IL2 activator	EPAC1 antagonist
CC(=O)N1c2ccc(S(=O)(=O)N3CCCC(C(=O)N4CCCCC4)C3)cc2CC1C (stereo unspecified)	8%	15%	-3%	-5	0%	11%	-64%[inhibitor]	-2.1	0%
Cc1c(C(=O)OCC(=O)Nc2c(C)n(C)n(-c3ccccc3)c2=O)cccc1[N+](=O)[O-]	21µM*	-14%	9%	-1	-3%	11%	-8%	-0.1	-2%
O=C(NCc1cccnc1)C(=O)NCC1OCCCN1S(=O)(=O)c1cc(F)ccc1F (stereo unspecified)	4%	8%	3%	-2	-1%	13%	0%	0.0	-10%
COc1ccc(N2C(=O)CC(Nc3ccc(C(=O)O)cc3)C2=O)cc1OC (stereo unspecified)	-1%	2%	-2%	-5	6%	16%	0%	-0.3	1%
Cc1cccc(-n2c(CNC(=O)Cc3ccccc3)n[nH]c2=S)c1	-4%	-1%	5%	-12	7%	7%	1%	-0.2	-2%
CCCCC[C@H](C)N1C[C@H](COCc2ccccc2)Oc2cc(N3CCC[C@@H]3CO)ccc2S1(=O)=O	-3%	-14%	-12%	5	19%	?	1%	-1.0	-30%
COc1ccccc1C1=CC(=O)CCC1	5%	-11%	-5%	2	4%	-24%	-3%	-1.5	9%
O=C(CSc1ncnc2c1cnn2-c1ccccc1)NC1CCS(=O)(=O)C1 (stereo unspecified)	-3%	1%	3%	-2	-7%	.	-2%	-0.2	4%
COc1cccc(C2=NN(C(=O)C3CC3)C(O)(C(F)(F)F)C2)c1 (stereo unspecified)	3%	-2%	16%	-1	2%	-11%	-2%	-3.2	10%
CN(CC(=O)Nc1ccc(F)cc1)C(=O)COC(=O)Cc1c(F)cccc1Cl	-9%	-3%	1%	5	-7%	18%	-6%	0.9	-11%
Clc1ccc(-c2nnc(-c3cccc4ccccc34)o2)cc1	-8%	5%	9%	-7	-3%	2%	-5%	-0.4	-11%
CCc1nc2ccc(C(=O)NCCOc3ccc(OC)cc3)cn2c1N(CCC(C)C)CCN(C)C	-13%	-9%	-13%	1	0%	11%	-1%	-0.5	-22%
O=C(COC(=O)C1c2ccccc2Oc2ccccc21)Nc1ccc2c(c1)OCO2	-2%	17%	-9%	-23	0%	35%	6%	0.1	0%
CCCc1nc(SCC(=O)NC2CC2)c2c(C)c(C)sc2n1	-14%	2%	-5%	0	-1%	1%	0%	1.8	-29%
CCCOc1ccc(C2NC(=O)NC(c3ccccc3)=C2C(C)=O)cc1OCC (stereo unspecified)	-6%	-3%	-2%	.	2%	33%	6%	-2.3	18%
Cc1ccc(O)c(CC(C)C)n1	-7%	7%	-4%	4	-2%	-11%	2%	0.4	-2%
COc1ccc(CN(C)C(=O)c2ccccc2OCc2c(C)noc2C)cc1OC	-6%	7%	-2%	1	5%	-4%	18%	0.6	-1%
Cc1cccc(NC(=O)CSc2nnc(-c3ccco3)c(-c3ccco3)n2)c1	27µM*	12%	32µM*	-61*	-10%	42%	-29%	-1.2	?
COc1ccc2cc(S(=O)(=O)NCCCN3CCOCC3)ccc2c1	-6%	0%	3%	-1	0%	2%	6%	-2.8	2%
CCCc1c(NC(=O)Nc2ccc(F)cc2)cnn1-c1ccc(Cl)cc1	-11%	-6%	-29%	3	-3%	16%	12%	1.1	-17%
CCOc1cc(-c2c(C)c(CC)nc(N)c2C#N)ccc1O	-5%	-3%	-14%	-1	-3%	-31%	1%[9.22 µM]	-1.1	7%
CCOCCCNC(=S)Nc1cc(OCC)c(NC(=O)c2ccco2)cc1OCC	-20%	5%	12%	8	0%	10%	-9%	0.2	13%
COc1ccc(N2CSC3=C(C#N)C(c4cc(OC)c(OC)cc4OC)CC(=O)N3C2)c(OC)c1 (stereo unspecified)	12µM*	6%	6%	?	-4%	?	-10%	-2.2	0%
Cc1cccn2c(=O)c(C=C(C#N)C#N)c(N3CCN(c4ccccc4)CC3)nc12	-2%	0%	4%	-19	0%	32%	-10%	-6.5	6%
Cc1ccc(CNC(=O)COC(=O)c2ccc(S(=O)(=O)N3CCCCCC3)cc2)cc1	-7%	-4%	4%	8	-4%	-1%	17%	-3.4	5%
O=C(COC(=O)c1cc(=O)[nH]c2ccccc12)NC(=O)c1ccccc1	5%	0%	-8%	7	-6%	2%	-2%	0.5	-9%
COc1ccc(-c2nn(-c3ccccc3)cc2/C=C/C(=O)N(C)CC(=O)Nc2cccc(F)c2)cc1OC	4%	-3%	-15%	8	2%	?	12%	-0.1	-7%

Exported with each value named: entries from further up
Cc1nnc(SCCn2c(N3CCN(C)CC3)nc3c2c(=O)[nH]c(=O)n3C)s1
  PLK1 PBD block: -3%	EPAC1 agonist: -6%	WRN inhibitor: 7%	PI5P4K alpha inh: .	aSyn rescue: -5%	FUS suppressor: 19%	Abeta yeast res: 8%	IL2 activator: 0.3	EPAC1 antagonist: 10%

CCCSC1=N/C(=C\c2ccsc2)C(=O)S1
  PLK1 PBD block: -6%	EPAC1 agonist: -7%	WRN inhibitor: 2%	PI5P4K alpha inh: 1	aSyn rescue: -7%	FUS suppressor: 15%	Abeta yeast res: 6%	IL2 activator: -0.8	EPAC1 antagonist: 18%
